Screens deposited in PubChem by several laboratories.
eIF4E 4G PPI: inhibitors of eIF4E and eIF4G interaction in translation initiation | P63073+Q04637 | AID 782 | TR-FRET eIF4E-eIF4GI(517-606) binding, 2 h | inhibition, % at 21.7 µM | hit rate 0.37% among 220,000;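 active = inhibition above about 30%, limit read from the data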;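 also: 0% = full FRET control wells and 100% = background wells lacking eIF4GI fragment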
Calpain2 inh: calpain II (pig) inhibition; AID 1236; purified calpain II, fluorogenic peptide substrate, 30 min; inhibition, % at 16 µM; hit rate 0.37% among 220,000;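 active = inhibition above about 50%, limit read from the data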
zVAD death inh: L929 zVAD cell death inhibition; L929 zVAD necroptosis rescue, ATP luminescence, 24 h; with zVAD 60 µM; hit rate 0.38% among 220,000; viability rescue, % at 10 µM;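 active = activation, scaled between plate controls, above about 75%, limit read from the data; inactive = activation under that limit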;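 also: 0% = zVAD with DMSO and 100% = DMSO alone without zVAD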
Hck-Nef inh: human Hck-Nef kinase inhibition. hit rate 0.68% among 220,000. Recombinant Hck-YEEI plus Nef, Z-Lyte FRET kinase assay. inhibition, % at 20 µM. P08631. AID 463187;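 active = Hck-Nef kinase inhibition above about 50%, limit read from the data; inactive = inhibition below that limit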;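 also: 0% = DMSO with Hck plus Nef and 100% = Hck alone without Nef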
Target sequence (P08631 whole entry, looked up): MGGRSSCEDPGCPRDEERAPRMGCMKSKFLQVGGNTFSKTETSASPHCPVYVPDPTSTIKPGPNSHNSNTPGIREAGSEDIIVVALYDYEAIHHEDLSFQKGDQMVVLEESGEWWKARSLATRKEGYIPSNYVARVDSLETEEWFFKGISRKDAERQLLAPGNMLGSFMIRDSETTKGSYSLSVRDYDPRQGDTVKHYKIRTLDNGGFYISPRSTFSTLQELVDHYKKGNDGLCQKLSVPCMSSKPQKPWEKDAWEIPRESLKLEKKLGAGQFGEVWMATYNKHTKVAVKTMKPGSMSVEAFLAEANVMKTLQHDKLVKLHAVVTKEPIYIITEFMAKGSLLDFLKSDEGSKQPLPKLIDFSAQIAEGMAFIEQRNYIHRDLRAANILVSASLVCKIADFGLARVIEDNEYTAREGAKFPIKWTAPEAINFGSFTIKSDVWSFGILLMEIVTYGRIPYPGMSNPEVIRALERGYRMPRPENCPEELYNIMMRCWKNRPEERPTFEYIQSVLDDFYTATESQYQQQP
Rad51 HR inh: Rad51 (human) homologous recombination inhibition | Q06609 | hRad51 DNA strand exchange, fluorescence dequenching | inhibition, % at 10 µM | hit rate 0.085% among 200,000;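 active = inhibition above 40% at the single screening dose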;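 also: 0% = DMSO control wells and 100% = blanks with heterologous ssDNA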
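Material: hRad51 filaments on single-stranded DNA; Reagent: Donor/quencher-labelled 47-bp dsDNA substrate; Compound: 10 µM final, single point; Schedule: 37 °C 15-min filament assembly, 30-min compound preincubation, 15-min exchange; Technique: FRET fluorescence, excitation 485 nm, emission 520 nm; Benchmarks: control wells and blank wells on each plate.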
TbHK1 inh: T. brucei hexokinase 1 inhibition | recombinant TbHK1, G6PDH-coupled NADH A340 | inhibition, % at 10 µM | hit rate 0.11% among 220,000 | AID 1430;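 active = inhibition of 50% or more in the single-dose primary screen; inactive = inhibition below 50%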
EP2 mod: modulates human prostaglandin E2 receptor EP2 signaling | P43116 | EP2-expressing cells, cAMP HTRF FRET, PGE2 co-stimulation | induction, % at 25 µM | hit rate 0.83% among 260,000;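 active = compounds whose cAMP rise, as percent of the full-agonist control response, exceeds 60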;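 also: rat C6 glioma line stably carrying human EP2 under a CMV promoter; the protocol text gives 20 µM as final concentration; 100% = response of wells given 1 µM PGE2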
PGE2 EP2 inh: blocks the human prostaglandin E2 receptor EP2. P43116. C6 glioma cells expressing human EP2, cAMP TR-FRET; cells stimulated with saturating PGE2. AID 1422. hit rate 0.52% among 260,000. inhibition, % at 25 µM;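 active = percent inhibition above 40 after rounding to a whole number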;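 also: rat C6 glioma host cells with rolipram phosphodiesterase inhibitor present; the protocol text gives 20 µM as final concentration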
14-3-3 Bad inh: disrupts binding of bovine 14-3-3 zeta to phospho-Bad peptide. hit rate 0.71% among 220,000. TR-FRET 14-3-3zeta/Dy647-pBad peptide displacement, 1 h. inhibition, % at 21.7 µM. P63103;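 active = inhibition above about 70%, limit read from the data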;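 also: 0% = full 14-3-3 plus peptide FRET controls and 100% = background without 14-3-3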
Target sequence (P63103 whole entry, looked up): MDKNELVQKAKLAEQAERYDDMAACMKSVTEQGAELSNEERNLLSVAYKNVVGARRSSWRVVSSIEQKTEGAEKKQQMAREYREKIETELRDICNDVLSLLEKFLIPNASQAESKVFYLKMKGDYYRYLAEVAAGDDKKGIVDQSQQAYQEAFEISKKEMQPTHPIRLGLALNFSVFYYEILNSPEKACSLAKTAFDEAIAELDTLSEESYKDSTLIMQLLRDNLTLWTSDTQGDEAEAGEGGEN
The depositor's hits bear a star; & = joins results of further samples; [ ] = another dose, or the depositor's remark.

What do the screens show for `COc1ccc(-c2c(NC(=O)c3ccco3)n(-c3ccccc3)nc(C)c2=O)cc1`?
eIF4E 4G PPI: 3; Calpain2 inh: 11; zVAD death inh: 0.5; Hck-Nef inh: 1; Rad51 HR inh: -9; TbHK1 inh: 0; EP2 mod: -26; PGE2 EP2 inh: 3; 14-3-3 Bad inh: -3

How did O=C(Cn1cnc2c(cnn2-c2ccc(F)cc2)c1=O)NCc1ccco1 do in these assays?
eIF4E 4G PPI: 2; Calpain2 inh: -10; zVAD death inh: 3.6; Hck-Nef inh: -1; Rad51 HR inh: -5; TbHK1 inh: 0; EP2 mod: 20; PGE2 EP2 inh: 10; 14-3-3 Bad inh: -1

How did C/C(CC(=O)NCC(C)C)=N\NC(=O)COc1cc(C)c(Br)cc1Br do in these assays?
eIF4E 4G PPI: 2; Calpain2 inh: -19; zVAD death inh: 1.4; Hck-Nef inh: 2; TbHK1 inh: 16; EP2 mod: -44; PGE2 EP2 inh: 17; 14-3-3 Bad inh: -10[fluorescence artefact?]

Results for Cc1ccc(-c2csc(NC(=O)c3ccno3)n2)cc1 ?
eIF4E 4G PPI: -4[fluorescence artefact?]; Calpain2 inh: -40; zVAD death inh: 0.5; Hck-Nef inh: 1; Rad51 HR inh: -17; TbHK1 inh: -13; EP2 mod: 2; PGE2 EP2 inh: 13; 14-3-3 Bad inh: -16[fluorescence artefact?]

Results for O=C(c1cccs1)N1CCN(S(=O)(=O)N2CCOCC2)CC1 ?
eIF4E 4G PPI: -19[fluorescence artefact?]; Calpain2 inh: -4; zVAD death inh: -0.1; Hck-Nef inh: 7; Rad51 HR inh: 5; TbHK1 inh: -3; EP2 mod: 8; PGE2 EP2 inh: -1; 14-3-3 Bad inh: -12[fluorescence artefact?]

What do the screens show for `CC(=O)Nc1cccc(/C(C)=N/NC(N)=S)c1`?
eIF4E 4G PPI: -3; Calpain2 inh: 26; zVAD death inh: 0.5; Hck-Nef inh: 28; Rad51 HR inh: 1; TbHK1 inh: -1; EP2 mod: -1; PGE2 EP2 inh: 4; 14-3-3 Bad inh: -13

What do the screens show for `COc1ccc(S(=O)(=O)NCc2c(-c3ccccc3)noc2C)c(OC)c1`?
eIF4E 4G PPI: 1; Calpain2 inh: 8; zVAD death inh: -1.0; Hck-Nef inh: -3; Rad51 HR inh: -6; TbHK1 inh: -6; EP2 mod: -5; PGE2 EP2 inh: 9; 14-3-3 Bad inh: 2

Results for CCOC(=O)C1C(=O)CC(C)(O)C(C(=O)OCC)C1c1ccc(Br)o1 (stereo not given) ?
eIF4E 4G PPI: -6; Calpain2 inh: 7; zVAD death inh: -0.2; Hck-Nef inh: 1; Rad51 HR inh: -4; TbHK1 inh: 8; EP2 mod: 10; PGE2 EP2 inh: 18; 14-3-3 Bad inh: 15

Results for Cc1c(NC(=O)/C(C#N)=C/c2ccc(-c3ccccc3Cl)o2)c(=O)n(-c2ccccc2)n1C ?
eIF4E 4G PPI: 7; Calpain2 inh: 41; zVAD death inh: 2.8; Hck-Nef inh: 0; Rad51 HR inh: -8; TbHK1 inh: -17; EP2 mod: -4; PGE2 EP2 inh: 15; 14-3-3 Bad inh: 1

What do the screens show for `COc1ccc(CN2CCN(S(=O)(=O)c3ccc(F)cc3)CC2)cc1OC`?
eIF4E 4G PPI: -3; Calpain2 inh: -27; zVAD death inh: 0.4; Hck-Nef inh: 2; Rad51 HR inh: -6; TbHK1 inh: -6; EP2 mod: 13; PGE2 EP2 inh: 8; 14-3-3 Bad inh: 70*

Results for O=c1[nH]ncc(N2CCN(C(c3ccccc3)c3ccccc3)CC2)c1Cl ?
eIF4E 4G PPI: 8; Calpain2 inh: 8; zVAD death inh: 0.7; Hck-Nef inh: 4; Rad51 HR inh: 7; TbHK1 inh: 17; EP2 mod: 56; PGE2 EP2 inh: 7; 14-3-3 Bad inh: -2

Results for O=C(CCC1CCCN(C(=O)CCCc2ccccc2)C1)N1CCN(c2ccccn2)CC1 (stereo not given) ?
eIF4E 4G PPI: 3; Calpain2 inh: -85; zVAD death inh: -0.4; Hck-Nef inh: 15; TbHK1 inh: -15; EP2 mod: -14; PGE2 EP2 inh: 10; 14-3-3 Bad inh: -9

What do the screens show for `COC(=O)c1ccc(CSc2ncnc3c2nnn3-c2ccc(F)cc2)o1`?
eIF4E 4G PPI: -7; Calpain2 inh: -19; zVAD death inh: -0.5; Hck-Nef inh: 0; Rad51 HR inh: 0; TbHK1 inh: 2; EP2 mod: 27; PGE2 EP2 inh: 15; 14-3-3 Bad inh: -10

What do the screens show for `COc1cc(CN(C)Cc2nc3cc(C(F)(F)F)ccc3c(=O)[nH]2)ccc1OC(F)F`?
eIF4E 4G PPI: 3; Calpain2 inh: 13; zVAD death inh: 1.9; Hck-Nef inh: 21; Rad51 HR inh: 4; TbHK1 inh: 2; EP2 mod: -45; PGE2 EP2 inh: 8; 14-3-3 Bad inh: 0

Results for CCCc1ncc(C(O)c2cccc(OC)c2)n1C (stereo not given) ?
eIF4E 4G PPI: -1; Calpain2 inh: -7; zVAD death inh: 0.4; Hck-Nef inh: 3; TbHK1 inh: -13; EP2 mod: -27; PGE2 EP2 inh: 7; 14-3-3 Bad inh: 1

What do the screens show for `CCC(C)[C@H](Nc1nc(-c2ccccc2)nc2c1oc1ccccc12)C(=O)O` (stereo not given in full)?
eIF4E 4G PPI: 1; Calpain2 inh: -14; zVAD death inh: 0.0; Hck-Nef inh: 1; Rad51 HR inh: -7; TbHK1 inh: -1; EP2 mod: 1; PGE2 EP2 inh: 9; 14-3-3 Bad inh: -1

How did Cc1nn(C(=O)c2ccccc2)c2c1C(=O)CC(C)(C)C2 do in these assays?
eIF4E 4G PPI: -4; Calpain2 inh: -18; zVAD death inh: -0.2; Hck-Nef inh: -2; Rad51 HR inh: -3; TbHK1 inh: -5; EP2 mod: 14; PGE2 EP2 inh: 9; 14-3-3 Bad inh: 1

What do the screens show for `Cc1cccc(N2CCN(CC(=O)Nc3ccc(-n4cnnn4)cc3)CC2)c1C`?
eIF4E 4G PPI: -9[fluorescence artefact?]; Calpain2 inh: -4; zVAD death inh: 0.1; Hck-Nef inh: -1; Rad51 HR inh: 1; TbHK1 inh: 6; EP2 mod: 21; PGE2 EP2 inh: 10; 14-3-3 Bad inh: -2[fluorescence artefact?]

Results for N#Cc1cnn(CC2CCCCC2)c1N ?
eIF4E 4G PPI: -10; Calpain2 inh: -13; zVAD death inh: 4.1; Hck-Nef inh: 1; Rad51 HR inh: -13; TbHK1 inh: -3; EP2 mod: 15; PGE2 EP2 inh: 14; 14-3-3 Bad inh: 4

What do the screens show for `Cc1ccc(NC2=C([N+](=O)[O-])CS(=O)(=O)C2)cc1`?
eIF4E 4G PPI: -10; Calpain2 inh: 15; zVAD death inh: 1.1; Hck-Nef inh: 1; Rad51 HR inh: 6; TbHK1 inh: -22; EP2 mod: 22; PGE2 EP2 inh: 11; 14-3-3 Bad inh: -9

How did COC(=O)c1cc(-c2cccc(OC)c2)on1 do in these assays?
eIF4E 4G PPI: -8; Calpain2 inh: 7; zVAD death inh: 1.7; Hck-Nef inh: 4; TbHK1 inh: -1; EP2 mod: 4; 14-3-3 Bad inh: 9

How did Cc1ccc(S(=O)(=O)Nc2cccc(C(=O)Nc3cc(C)ccn3)c2)cc1 do in these assays?
eIF4E 4G PPI: -9; Calpain2 inh: 3; zVAD death inh: -1.1; Hck-Nef inh: 2; Rad51 HR inh: -1; TbHK1 inh: -6; EP2 mod: 36; PGE2 EP2 inh: 10; 14-3-3 Bad inh: -16

Results for CN(C)C(=S)Nc1cccc(F)c1 ?
eIF4E 4G PPI: 2; Calpain2 inh: -3; zVAD death inh: 0.4; Hck-Nef inh: 10; Rad51 HR inh: 24; TbHK1 inh: -6; EP2 mod: 17; PGE2 EP2 inh: 9; 14-3-3 Bad inh: -4

Results for CN(C)c1oc(-c2ccccc2F)nc1C#N ?
eIF4E 4G PPI: 6; Calpain2 inh: inactive; zVAD death inh: 1.5; Hck-Nef inh: 20; Rad51 HR inh: -6; TbHK1 inh: -35; EP2 mod: 18; PGE2 EP2 inh: 6; 14-3-3 Bad inh: 28

How did Cc1cccc(N/C=C(\[N+](=O)[O-])S(=O)(=O)c2ccccc2)c1 do in these assays?
eIF4E 4G PPI: 1; Calpain2 inh: -29; zVAD death inh: -0.3; Hck-Nef inh: 30; Rad51 HR inh: -8; TbHK1 inh: -7; EP2 mod: -19; PGE2 EP2 inh: 7; 14-3-3 Bad inh: 13

Results for CC(=O)c1cccc(NC(=O)CN(c2cccc(F)c2)S(C)(=O)=O)c1 ?
eIF4E 4G PPI: -4; Calpain2 inh: -11; zVAD death inh: 0.3; Hck-Nef inh: -21; Rad51 HR inh: -8; TbHK1 inh: 1; EP2 mod: 1; PGE2 EP2 inh: 6; 14-3-3 Bad inh: 17

Results for Cc1noc(NS(=O)(=O)c2ccc(N)cc2)c1C ?
eIF4E 4G PPI: 3; Calpain2 inh: 3; zVAD death inh: 3.8; Hck-Nef inh: -3; Rad51 HR inh: 1; TbHK1 inh: -3; EP2 mod: 14&16; PGE2 EP2 inh: 6&12; 14-3-3 Bad inh: -13

Results for CC(C)(C)NC(=O)NC(=O)COC(=O)CNC(=O)c1cccc(F)c1 ?
eIF4E 4G PPI: 0; Calpain2 inh: 17; zVAD death inh: 0.7; Hck-Nef inh: 4; Rad51 HR inh: -7; TbHK1 inh: 8; EP2 mod: 6; PGE2 EP2 inh: 13; 14-3-3 Bad inh: -2[fluorescence artefact?]

How did Cn1c(N)c(C(=O)CSc2ncn[nH]2)c(=O)n(C)c1=O do in these assays?
eIF4E 4G PPI: 5; Calpain2 inh: -12; zVAD death inh: 0.5; Hck-Nef inh: -2; Rad51 HR inh: -2; TbHK1 inh: -6; EP2 mod: -19; PGE2 EP2 inh: 15; 14-3-3 Bad inh: -2

Results for COc1ccc(-c2cn3cc(C)ccc3n2)cc1Br ?
eIF4E 4G PPI: -4[fluorescence artefact?]; Calpain2 inh: -34; zVAD death inh: 0.6; Hck-Nef inh: 3; TbHK1 inh: -3; EP2 mod: -73; PGE2 EP2 inh: 11; 14-3-3 Bad inh: -19[fluorescence artefact?]

Results for Cc1cc(C)nc(NC(=O)c2c(C(=O)O)noc2C)n1 ?
eIF4E 4G PPI: -1; Calpain2 inh: -26; zVAD death inh: 3.6; Hck-Nef inh: 22; Rad51 HR inh: 8; TbHK1 inh: -2; EP2 mod: 36; PGE2 EP2 inh: 8; 14-3-3 Bad inh: 0

Results for Cc1ccc(NS(=O)(=O)c2cc(NC(=O)C(C)Oc3ccccc3)ccc2C)c(C)c1 (stereo not given) ?
eIF4E 4G PPI: -2; Calpain2 inh: 24; zVAD death inh: 0.7; Hck-Nef inh: 3; Rad51 HR inh: 7; TbHK1 inh: 27; EP2 mod: -69; PGE2 EP2 inh: 6; 14-3-3 Bad inh: -6

Not all compounds are listed. The share of hits here may be higher or lower than overall.
